Compound activity as filed in PubChem.
HGIII-sPLA2 inh = Blocks human group III sPLA2 activity. Q9NZ20. QFRET BODIPY PC-A2 liposome hydrolysis, fluorescence. inhibition, % at 12.2 µM. actives 0.56% (n = 370,000). AID 743126;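 active = inhibition above mean plus 3 SD of compounds lying within the high and low control bounds, cut at about 19% in these data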;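 note: 0% = median of test compound wells and 100% = no enzyme DMSO wells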
PLC-beta3 inh = inhibitors of human phospholipase C beta3; Q01970; Purified PLC-beta3, fluorogenic substrate, fluorescence; inhibition, % at 12.2 µM; actives 0.18% (n = 370,000); AID 720704; in the data active = inhibition above about 11%;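 note: 0% = median of compound wells on plate and 100% = full blocker control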
GAA850 FXN act = activators of GAA850 frataxin (FXN) promoter; AID 540364; actives 0.56% (n = 360,000); HEK293 lucGAA850 FXN promoter luciferase reporter, 24 h; percent of 10 µM SAHA response; activation, % at 6 µM;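 active = activation above the average of all compounds screened plus 3 SD, cutoff fixed separately per campaign, cut at about 7.5% in these data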;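 note: 0% = DMSO wells and 100% = 10 µM SAHA wells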
DAX1 inh-1 = DAX1 (NR0B1) inhibition, primary screen; HEK293T StAR-luciferase reporter, SF-1/DAX-1 repression relief; AID 652010; actives 1.1% (n = 370,000); inhibition, % at 6.8 µM;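 active = inhibition above the mean over all tested compounds plus 3 SD, cut at about 3.6% in these data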;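 note: 0% = DAX-1 cells with DMSO and 100% = cells lacking DAX-1 with DMSO; higher inhibition means more luminescence from relief of DAX-1 repression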
PLCg1 inh = blocks human PLC-gamma1 enzyme activity; purified PLC-gamma1, fluorogenic substrate, fluorescence; inhibition, % at 12.2 µM; actives 0.84% (n = 370,000); AID 720700; in the data active = inhibition above about 9.5%
ADAM10 inh = ADAM10 inhibition, QFRET primary screen; inhibition, % at 7 µM; recombinant ADAM10, EDANS/DABCYL FRET peptide cleavage, 3 h; actives 0.62% (n = 370,000); AID 720582; O14672;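 active = inhibition above a per-campaign cutoff equal to the mean of compounds falling between control-based bounds plus 3 SD, cut at about 20% in these data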;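 note: 0% = DMSO wells while the 100% control is not disclosed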
Target sequence (O14672 214-748 limits assumed): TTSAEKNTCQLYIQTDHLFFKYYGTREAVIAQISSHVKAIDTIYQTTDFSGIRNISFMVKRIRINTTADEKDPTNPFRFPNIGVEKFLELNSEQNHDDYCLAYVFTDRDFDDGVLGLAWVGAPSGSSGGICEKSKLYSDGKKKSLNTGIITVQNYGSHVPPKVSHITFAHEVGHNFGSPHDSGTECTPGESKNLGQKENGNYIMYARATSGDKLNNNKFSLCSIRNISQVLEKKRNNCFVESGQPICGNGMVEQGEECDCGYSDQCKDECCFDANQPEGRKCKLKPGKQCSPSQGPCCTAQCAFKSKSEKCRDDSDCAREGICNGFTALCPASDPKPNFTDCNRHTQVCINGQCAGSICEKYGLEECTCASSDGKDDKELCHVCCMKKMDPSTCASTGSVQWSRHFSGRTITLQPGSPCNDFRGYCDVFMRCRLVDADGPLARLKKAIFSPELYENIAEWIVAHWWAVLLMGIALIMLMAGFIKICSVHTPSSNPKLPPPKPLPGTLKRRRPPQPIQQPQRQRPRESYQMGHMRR
hgDAF-12 ag = activates the H. glycines DAF-12 receptor ligand-binding domain; HEK293 GAL4-hgDAF12 UAS-luciferase reporter, agonist luminescence; normalized to butyrate control; activation, % at 6.8 µM; actives 1.8% (n = 370,000);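 active = activation above a cutoff set at the mean of all screened compounds plus 3 SD, cut at about 10% in these data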;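 note: 0% = DMSO wells and 100% = sodium butyrate wells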
hcDAF12 agonist = activators of H. contortus DAF-12 nuclear receptor; actives 1.4% (n = 370,000); HEK293 hcDAF-12 lit1-tk-luc reporter, luminescence; 0% DMSO, 100% Δ7-dafachronic acid; activation, % at 6.8 µM;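 active = activation above the mean of all tested compounds plus 3 SD, cut at about 5.5% in these data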;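 note: 100% = response to 3 µM Δ7-dafachronic acid high control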
ssDAF12 agonist = activators of S. stercoralis DAF-12 nuclear receptor; activation, % at 6.8 µM; HEK293 ssDAF-12/GRIP1 lit1-tk-luc reporter, luminescence; % of 3 µM dafachronic acid response; actives 1% (n = 370,000);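 active = activation above the mean over all tested compounds plus 3 SD, cut at about 0.9% in these data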;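 note: 0% = DMSO-only wells and 100% = 3 µM delta7-dafachronic acid wells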
ADAM17 inh = ADAM17 inhibition, QFRET primary screen; recombinant ADAM17, EDANS/DABCYL FRET peptide cleavage; inhibition, % at 6.95 µM; AID 720648; actives 0.83% (n = 370,000); P78536;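 active = inhibition above the mean of compounds lying between control limits plus 3 SD, set per campaign, cut at about 8.5% in these data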;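 note: 0% = DMSO-only wells as the low control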
DAX1 inh-2 = NR0B1 (DAX1) inhibition | HEK293 Gal4-DAX1 luciferase reporter, luminescence | inhibition, % at 6.75 µM | actives 0.99% (n = 340,000) | AID 504766;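 active = inhibition above the mean over all tested compounds plus 3 SD, cut at about 4.2% in these data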;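 note: 0% = DAX1-transfected cells with DMSO and 100% = empty-vector control cells with DMSO; inhibition shows as a rise in luminescence from relieved DAX1 repression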
Target sequence (P51843 207-470 limits assumed): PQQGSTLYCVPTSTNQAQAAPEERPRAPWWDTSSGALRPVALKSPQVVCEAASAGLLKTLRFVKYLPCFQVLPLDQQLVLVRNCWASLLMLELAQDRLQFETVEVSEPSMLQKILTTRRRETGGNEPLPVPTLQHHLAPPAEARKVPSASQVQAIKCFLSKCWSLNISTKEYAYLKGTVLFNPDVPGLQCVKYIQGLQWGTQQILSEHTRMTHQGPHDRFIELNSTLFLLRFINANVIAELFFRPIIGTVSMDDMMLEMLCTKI
* = called active by the depositor; i = inactive; · = no result given.

molecule,HGIII-sPLA2 inh,PLC-beta3 inh,GAA850 FXN act,DAX1 inh-1,PLCg1 inh,ADAM10 inh,hgDAF-12 ag,hcDAF12 agonist,ssDAF12 agonist,ADAM17 inh,DAX1 inh-2
CC(C)(C)C(=O)C[n+]1ccc(C(N)=O)cc1,26*,-1,-1.4,-0.4,-5,-13,-1.5,-1.4,-1.6,1,-0.3
CCOc1ccc(C2NC(=O)NC(c3ccccc3)=C2C(C)=O)cc1OC (stereo not given),7,-2,1.7,-0.3,0,-6,0.0,-1.2,-1.5,-5,1.9
CC(C)CN(C(=O)CCC(=O)OCC(=O)c1ccc(F)c(F)c1)c1c(N)n(CC(C)C)c(=O)[nH]c1=O,-29,-8,0.5,0.6,4,8,-1.3,-2.7,-0.8,6,-0.9
Cc1ccc(CSc2nnc(SCC(=O)N/N=C/c3c[nH]c4ccccc34)s2)cc1,-9,-7,-0.2,0.8,0,-1,-0.7,1.9,-0.5,-4,-1.6
COc1cc(C(=O)NC(C)C2CC3CCC2C3)cc(OC)c1OC (stereo not given),1,-1,0.7,-0.4,2,-5,-3.3,0.5,-1.2,-3,0.1
CC1(c2nnc(-c3ccccc3)o2)CC(c2ccc(Cl)cc2)=NO1 (stereo not given),-1,6,-0.9,-0.8,1,5,0.8,-1.1,-1.0,4,1.8
O=C(Cc1csc(-c2ccc(F)cc2)n1)Nc1cccc(S(=O)(=O)NC2=NCCC2)c1,-1,-12,-0.6,-1.6,-6,-5,-0.6,0.2,-1.1,-6,-0.6
CC(=O)N1CCN(C(=O)CSc2nc3cccnc3n2C)CC1,5,1,·,-0.9,1,-3,-0.9,-1.1,-0.8,-2,·
CO/N=C\CC(=O)Nc1ccc(Oc2ccccc2)cc1,-14,-13,1.7,-1.9,-11,-2,0.7,-1.1,-0.9,-1,-0.7
CN(CC(=O)Nc1ccc(N2CCOCC2)cc1)C(=O)c1cccc(Cl)c1Cl,14,-5,0.4,1.1,-3,-2,-1.6,1.2,-1.5,-5,0.7
O=C(O)CCC(=O)N1CCN(c2nc(-c3ccccc3)c3ccccc3n2)CC1,9,i,2.1,-0.3,-421,-443,0.6,5.0,-0.3,-183,-0.3
COc1ccc(CCNC(=O)Cc2ccc(OCc3ccccc3)c(OC)c2[N+](=O)[O-])cc1OCc1ccccc1,4,-1,-0.1,0.3,-1,-4,2.1,-0.1,-1.4,0,-0.3
Cc1nc2c(=O)[nH]c3ccccc3c2o1,-3,-1,1.6,-0.1,2,1,3.6,-0.8,-0.9,-4,-0.6
COc1cccc(OCC(=O)NNC(=O)C(=O)N2CCCC2)c1,-1,2,0.7,0.3,2,2,-3.7,-0.4,-0.9,0,-0.9
C=CCNC(=O)c1ccc2c3n(nc2c1)-c1ccc(Cl)cc1CO3,5,-82,2.1,1.7,-44,-77,9.7,0.8,-0.6,-19,2.5
CCOC(=O)c1nc2ccccc2c(=O)[nH]1,6,-2,8.1*,1.9,6,1,6.9,2.3,-1.2,0,0.7
O/N=C/c1cn(-c2ccccc2)nc1-c1cccnc1,-4,-2,-0.3,-1.7,0,4,1.9,-0.9,-2.3,-1,-1.1
CC(C)CCNC(=O)C1CCC(CNS(=O)(=O)c2ccc(Cl)cc2)CC1 (stereo not given),-5,0,0.8,-0.5,0,3,1.6,-0.8,-0.8,0,1.9
CCCC(C(=O)NCc1ccco1)N(C(=O)CNS(=O)(=O)c1ccccc1)C1CCCC1 (stereo not given),-17,2,-3.6,0.0,5,2,1.2,-1.5,-1.7,0,-0.4
CN(C)C(=O)COc1ccc(S(=O)(=O)c2ccc(OCC(=O)N(C)C)cc2)cc1,2,-4,1.4,-0.2,3,6,-1.8,-1.4,-1.4,0,0.5
CC[C@H](CCCc1ccc(OC)cc1)CCC(=O)N1CCOCC1,-3,1,·,-0.8,-5,-1,-1.7,-1.9,-1.6,0,·
CCCCCC(=O)Nc1ccccc1N1CCN(c2ccccc2)CC1,10,7,1.1,-0.1,5,9,-0.7,-1.4,-1.9,5,0.5
CS(=O)(=O)NCc1nnc(SCC(=O)NC2CCCCC2)n1-c1ccc(F)cc1,6,9,-1.5,0.6,2,10,-1.7,-1.9,-1.4,9.1*,1.7
Cc1cccc(OC2CCN(Cc3c(C(=O)N4CCCC4)nc4ccccn34)CC2)c1,1,1,2.0,-0.4,2,-5,-2.8,-1.4,-1.5,0,0.6
O=C(Nc1nc2c(F)cc(F)cc2s1)C1COc2ccccc2O1 (stereo not given),-17,-11,4.1,0.1,-4,7,4.2,0.5,-1.3,0,0.3
Nc1nnc(SCC(=O)N2CCc3ccccc3C2)s1,1,-4,0.4,0.6,2,-4,-0.8,1.4,-0.8,0,0.3
O=C(Nc1cccc(-c2nn[nH]n2)c1)c1ccc(Br)s1,-26,-8,1.7,1.5,-1,2,1.8,0.1,-0.7,-2,-0.1
CCN(CC)c1ccc(C2C(C(=O)OCCOC(C)C)=C(C)NC3=C2C(=O)CCC3)cc1 (stereo not given),2,-108,-1.6,-0.2,-105,-112,1.9,-1.6,-1.3,-38,-1.2
CCC(=O)N1CCC1(C)C(=O)Nc1ccc2c(c1)OCO2 (stereo not given),-7,-1,2.0,0.3,0,-7,-0.2,0.3,-1.4,-2,·
Cc1cc(S(N)(=O)=O)c(N)c(S(N)(=O)=O)c1,-2,-22,-2.0,0.4,-13,-151,0.2,-0.8,-1.4,-58,-1.1

Profiles, quoted from the list.
Cc1nc2c(=O)[nH]c3ccccc3c2o1 across the screens: HGIII-sPLA2 inh: -3; PLC-beta3 inh: -1; GAA850 FXN act: 1.6; DAX1 inh-1: -0.1; PLCg1 inh: 2; ADAM10 inh: 1; hgDAF-12 ag: 3.6; hcDAF12 agonist: -0.8; ssDAF12 agonist: -0.9; ADAM17 inh: -4; DAX1 inh-2: -0.6
CC[C@H](CCCc1ccc(OC)cc1)CCC(=O)N1CCOCC1 across the screens: HGIII-sPLA2 inh: -3; PLC-beta3 inh: 1; GAA850 FXN act: ·; DAX1 inh-1: -0.8; PLCg1 inh: -5; ADAM10 inh: -1; hgDAF-12 ag: -1.7; hcDAF12 agonist: -1.9; ssDAF12 agonist: -1.6; ADAM17 inh: 0; DAX1 inh-2: ·

4 entries out of the list above, sorted by their value in HGIII-sPLA2 inh, falling:
smiles	HGIII-sPLA2 inh
CN(CC(=O)Nc1ccc(N2CCOCC2)cc1)C(=O)c1cccc(Cl)c1Cl	14
CCOC(=O)c1nc2ccccc2c(=O)[nH]1	6
Cc1cccc(OC2CCN(Cc3c(C(=O)N4CCCC4)nc4ccccn34)CC2)c1	1
O=C(Nc1nc2c(F)cc(F)cc2s1)C1COc2ccccc2O1 (stereo not given)	-17

The list goes on:
molecule,HGIII-sPLA2 inh,PLC-beta3 inh,GAA850 FXN act,DAX1 inh-1,PLCg1 inh,ADAM10 inh,hgDAF-12 ag,hcDAF12 agonist,ssDAF12 agonist,ADAM17 inh,DAX1 inh-2
CN(C)S(=O)(=O)c1ccc(NC(=O)CN2CCCc3ccccc32)cc1,-11,-22,0.5,0.6,-10,-2,0.5,2.2,0.5,-2,-0.9
CCOC(=O)CSc1nc2nc(C)cc(C)n2n1,5,0,-0.2,-0.1,4,-11,-0.1,0.3,-1.6,2,3.0
Cn1c(=O)c2nc(SCCO)n(C)c2n(C)c1=O,9,-1,-0.2,-1.1,3,-11,0.1,-0.4,-1.7,-6,-0.6
CCC1C2CN(C(C)=O)CC=C2C(C#N)=C(N)C1(C#N)C#N (stereo not given),-5,-53,-1.4,-1.0,-48,-184,0.2,-2.2,-1.5,-46,1.8
CS(=O)(=O)c1ccc(-c2csc(-c3cccnc3)n2)cc1,1,-10,3.4,-0.1,-1,-11,2.8,0.0,-1.3,-5,-0.5
COc1ccc(CC(=O)N2CCN(S(=O)(=O)c3cc(Cl)ccc3Cl)CC2)cc1,-4,-3,2.7,-0.7,-1,-6,-1.0,-1.2,-1.4,-2,0.4
N#CCCn1cc(/C=N/O)c(-c2cccc([N+](=O)[O-])c2)n1,-5,-4,1.6,-0.2,1,-3,-1.6,-1.1,-1.6,-1,-0.1
Cc1ccc(NC(=O)c2ccco2)c(NC(=O)CN2C(=O)c3ccccc3C2=O)c1,-1,3,-0.6,0.6,1,-6,1.2,-1.1,-1.5,-1,-0.8
C[C@]12C=CC(=O)C=C1CC[C@@H]1[C@@H]2[C@@H](O)C[C@@]2(C)[C@H]1CC[C@]2(O)C(=O)COC(=O)CCC(=O)NCCc1ccc(O)cc1,-15,-2,4.1,-0.1,3,3,-3.0,0.0,-1.2,-1,0.2
O=C(COC(=O)c1ncc(Cl)c(Cl)c1Cl)Nc1ccc(Cl)cn1,-3,-15,0.4,2.1,-13,-16,1.3,1.8,0.2,-12,0.4
O=C(CSc1nnc(NC(=O)c2ccc(F)cc2)s1)NC1CC1,3,0,2.3,0.6,2,11,6.2,0.6,-0.8,-1,-1.3
Cc1ccc(NS(=O)(=O)c2sc3ccc(Cl)cc3c2C)cc1,-36,-7,2.3,0.1,-3,10,-3.9,-1.1,-1.1,5,·
O=C(O)c1ccc2c(c1)C(=O)N([C@H](Cc1cccc3ccccc13)C(=O)O)C2=O,9,-1,0.1,0.1,-1,-2,-0.8,0.1,-1.4,-7,·
O=C(O)c1ccc(NS(=O)(=O)c2ccc(Cl)cc2)cc1,-1,-1,0.7,-0.4,-2,-8,-1.2,-0.7,-1.5,0,0.5
Cc1cc(C(=O)Cn2cc(C(F)(F)F)ccc2=O)c(C)n1CC1CCCO1 (stereo not given),8,-6,1.3,-0.5,2,-10,-0.3,0.3,-1.6,-4,-0.2
O=C(c1cccc(F)c1)N1CCC(c2nc3ccccc3s2)CC1,-3,2,0.8,0.0,0,10,-1.8,-0.1,-1.6,1,-2.1
